Phagocyt inh = macrophage phagocytosis inhibition | J774A.1 macrophage IgG-bead phagocytosis, imaging | inhibition, % at 5 µM | hit rate 0.07% among 110,000;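 active = inhibition above the mean of the plate negative controls plus 5 SD, cut at about 13% in these data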;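 note: phagocytic index as fraction of beads internalized from green versus red external bead signal; plate controls were DMSO negative control for no effect and cytochalasin-D positive control for full effect; some results beyond the cut were filed as inactive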
Yeast growth inh = yeast BB579 growth reduction in restrictive medium; S. cerevisiae BB579 growth, OD615, 48 h; inhibition, % at 10 µM; hit rate 0.51% among 140,000;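 active = inhibition above a set limit, 3 SD over the mean compound inhibition, cut at about 44% in these data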; note: inactives centre near -24
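System: DeaD yeast strain BB579; buffer or medium: CSMM-D dextrose restrictive medium; technique: OD at 615 nm; schedule: 4 h cell preincubation, 48 h compound exposure, 30 °C humidified; doses: single 10 µM dose; controls: amphotericin B 10 µg/mL, positive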
GALR2 blocker = blocks the human galanin receptor 2. inhibition, % at 4 µM. O43603. hit rate 0.39% among 140,000. GALR2-expressing cells, antagonist mode. AID 828; in the data active = inhibition above about 27%;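 note: cells stimulated with galanin 1-16 at roughly its EC80; 0% = agonist challenge control and 100% = basal control without agonist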
Target sequence (O43603 whole entry, looked up): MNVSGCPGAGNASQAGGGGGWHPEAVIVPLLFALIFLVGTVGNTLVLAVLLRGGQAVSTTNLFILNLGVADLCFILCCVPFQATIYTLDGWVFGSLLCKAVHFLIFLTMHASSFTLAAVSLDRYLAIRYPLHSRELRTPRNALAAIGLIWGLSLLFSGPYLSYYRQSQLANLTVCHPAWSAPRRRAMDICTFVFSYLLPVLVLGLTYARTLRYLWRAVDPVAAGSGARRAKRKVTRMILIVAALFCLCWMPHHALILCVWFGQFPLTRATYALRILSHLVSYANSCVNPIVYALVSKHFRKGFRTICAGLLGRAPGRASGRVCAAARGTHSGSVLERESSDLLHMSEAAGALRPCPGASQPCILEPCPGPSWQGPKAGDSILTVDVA
E-sel TNF inh = blocks E-selectin expression induced by TNF alpha. HUVEC TNFa-induced E-selectin immunofluorescence, high content. inhibition, % at 2 µM. hit rate 0.71% among 120,000;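 active = inhibition above the batch mean plus 3 SD, and confirmed as a hit on visual image review, cut at about 43% in these data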;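 note: 0% = TNF-stimulated DMSO wells and 100% = unstimulated control wells; not every result past the cut was called active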
Yeast lifespan up = extends the lifespan of yeast. S. cerevisiae growth with nicotinamide, OD615; deaD strain in restrictive glucose medium. inhibition of the nicotinamide effect, % at 10 µM. hit rate 0.68% among 130,000;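 active = inhibition above a set limit, placed 3 SD over the median of all compounds, cut at about 26% in these data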;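 note: 0% = nicotinamide-treated wells and 100% = cells grown without nicotinamide; some compounds called inactive have numbers as strong as hits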
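Assay system: DeaD-strain S. cerevisiae. Medium: CSMM-D glucose medium, restrictive. Reagent: nicotinamide, 1.5 mM, co-present with compound. Compound: 10 µM single point, 0.25% DMSO. Schedule: culture preincubation 4 h, compound exposure 48 h, both 30 °C. Detection: absorbance at 615 nm.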
MRP-1 activ = activators of MRP-1; H69AR cells + doxorubicin, viability rescue, CellTiter-Glo; viability increase, % at 10 µM; hit rate 0.61% among 140,000; AID 799;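 active = viability gain under doxorubicin at or above a set limit, the compound median plus 3 SD, cut at about 4.7% in these data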;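 note: MRP-1 overexpressing cells given doxorubicin 25 µM after compound pretreatment; 18-22 h compound pretreatment then 72 h with doxorubicin before readout; 0% = doxorubicin-only wells and 100% = vehicle-treated cells without doxorubicin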
HCT116 PTEN-null = PTEN-deleted cell growth suppression | viability, % at 10 µM | AID 827 | hit rate 1.2% among 140,000 | HCT116 PTEN-null viability, CellTiter-Glo, 60 h; hits give low values;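 active = viability at or below a set limit, 4 SD under the median of all tested compounds, cut at about 3.7% in these data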;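 note: PTEN knockout HCT116 line with beta catenin targeted HCT116 as companion control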
NPY Y2 blocker = NPY-Y2 (human) receptor antagonism. P49146. NPY-Y2 expressing cells, antagonist mode. inhibition, % at 2.7 µM. hit rate 0.99% among 140,000; in the data active = inhibition above about 17%;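 note: 0% = vehicle with agonist challenge and 100% = reference antagonist with challenge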
Target sequence (P49146 whole entry, looked up): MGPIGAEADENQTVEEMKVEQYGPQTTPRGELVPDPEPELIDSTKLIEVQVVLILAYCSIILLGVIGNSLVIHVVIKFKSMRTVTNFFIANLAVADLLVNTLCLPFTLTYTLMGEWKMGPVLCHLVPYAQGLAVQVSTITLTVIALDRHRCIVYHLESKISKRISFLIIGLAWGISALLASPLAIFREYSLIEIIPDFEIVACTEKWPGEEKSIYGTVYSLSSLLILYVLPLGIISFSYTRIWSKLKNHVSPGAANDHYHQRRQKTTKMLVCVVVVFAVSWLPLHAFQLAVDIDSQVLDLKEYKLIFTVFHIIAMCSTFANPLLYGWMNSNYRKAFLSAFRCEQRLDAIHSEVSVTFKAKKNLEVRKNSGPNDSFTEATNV
HCT116 bCat-KO = beta-catenin-lacking colon tumor cell growth suppression; AID 818; HCT116 beta-catenin knockout viability, CellTiter-Glo, 60 h; hits give low values; hit rate 1.5% among 140,000; viability, % at 10 µM;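 active = viability at or under a set limit, the compound median less 4 SD, cut at about 6% in these data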;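 note: 0% = Hyamine 1622 control at 20 µM and 100% = untreated cell control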
Measles CPE = protection of cells from measles virus | Measles virus-infected cells, CPE protection, absorbance | protection (pct of control), % at 4 µM | hit rate 1.5% among 140,000; in the data active = protection mostly above about 24%, no sharp cut-off; inactive = mostly below about 26%; note: some compounds called inactive have numbers as strong as hits
The depositor's hits bear a star; · = not tested or not shown. An unsorted share of the library. About 6.4% of those tested had a hit in this group.

SMILES	Phagocyt inh	Yeast growth inh	GALR2 blocker	E-sel TNF inh	Yeast lifespan up	MRP-1 activ	HCT116 PTEN-null	NPY Y2 blocker	HCT116 bCat-KO	Measles CPE
O=C(NC(Cc1ccc2c(c1)OCO2)C(=O)NC(Cc1ccccc1)C(=O)O)c1ccccc1 (stereo unspecified)	2	-52	1	-33	-5	-0.1	94	4	94	4
Cc1nn(Cc2ccccc2)c(C)c1C(=O)Nc1ccc(N2CCOCC2)cc1	0	-25	10	6	-9	-0.6	96	3	103	21
Cc1ccc(-c2nnn(Cc3nc(N)nc(N4CCOCC4)n3)n2)cc1	3	-72	7	-24	-12	0.1	90	10	100	15
COc1ccc(-c2noc(CCC(=O)NCc3cc(Br)ccc3OC)n2)cc1	-2	-35	-10	6	0	-2.5	110	6	101	13
c1cnc(NC2C3CC4CC(C3)CC2C4)nc1 (stereo unspecified)	0	10	-4	-22	-2	2.1	96	2	93	10
CC1=C(C#N)C(NC(=O)c2ccc(C)cc2)(C(F)(F)F)C(=O)N1 (stereo unspecified)	·	-24	-1	9	-12	1.6	98	-1	87	20
O=C(COC(=O)C1=COCCO1)Nc1cccc(Oc2ccccc2)c1	-2	-40	0	16	-14	-1.2	93	0	86	5
Cc1ccccc1Cn1ccc(NC(=O)c2cc3nc(-c4ccco4)cc(C(F)(F)F)n3n2)n1	5	-42	-5	1	-20	-0.9	65	-1	57	3
Cc1cc(C)c(S(=O)(=O)NCc2cn3c(C)csc3n2)cc1C	3	-9	-1	·	-7	-0.9	90	0	93	6
O=c1cc(CSc2nnnn2-c2ccccc2)nc2scc(-c3ccccc3)n12	·	10	-6	-18	-7	-3.6	101	2	97	6
COC(=O)C(Cc1c[nH]c2ccccc12)NC(=O)CNC(C)=O (stereo unspecified)	0	-38	-6	22	-7	-0.8	101	2	99	23
Cc1cc(C)nc(SC(C(=O)O)c2ccccc2)n1 (stereo unspecified)	·	-2	-15	·	1	0.4	102	2	95	7
O/N=C1\CCCc2nnc3c(c21)CCCC3	1	-47	16	·	-4	-0.7	98	-1	104	27
CS(=O)(=O)NCc1ccc(C(=O)NC2CCCCC2)cc1	-3	-15	-11	8	-5	-2.5	99	3	96	9
COC(=O)c1cc(NS(=O)(=O)c2ccc(N3CCC(C)CC3)c([N+](=O)[O-])c2)cc(C(=O)OC)c1	-1	-1	-2	-21	1	-0.3	86	3	90	14
COCC(=O)N1CCC(n2nnc3cc(F)ccc32)CC1	·	-16	-4	16	-17	-0.7	85	2	92	24
O=[N+]([O-])c1ccc(O)c(C=Nc2ccc3nc(-c4ccccc4)[nH]c3c2)c1	-5	-32	17	·	3	-2.4	71	2	75	4
COCCn1c(=O)[nH]c(=O)c2cc(C(=O)c3cc(OC)ccc3O)cnc21	-7	-23	-11	13	-5	-1.2	88	3	93	16
COc1cccc(OCC(=O)NN=C2c3ccccc3-c3ccccc32)c1	·	-49	6	44	-22	-2.5	13	6	29	3
CCC(C(=O)O)n1nnc(-c2ccc(-c3ccc(OC)cc3)cc2)n1 (stereo unspecified)	2	-11	-3	26	-30	-1.3	91	7	75	7
Cc1cc(N=Cc2c(O)ccc3cc(Br)ccc23)no1	-2	41	-3	0	21	-0.3	95	7	93	7
COC(=O)c1cc(OC)c(OC)cc1N=CC1=C(O)CC(C)(C)CC1=O	0	21	-10	-40	-12	-0.5	104	3	102	15
NCCCC[C@@H]1NC(=O)c2cc([N+](=O)[O-])cc(F)c2NCCCC[C@@H](C(N)=O)NC(=O)[C@H](CCC(N)=O)NC1=O	·	-10	-3	-31	5	-0.8	92	0	95	14
CCC(C)[C@H](NC(=O)NCc1ccccn1)C(=O)OC (stereo partly specified)	0	-54	9	-8	-10	0.9	97	-1	92	13
COc1cc([N+](=O)[O-])ccc1NC(=O)COC(=O)c1n[nH]c2ccccc12	-4	-33	2	-43	3	-4.2	99	7	94	7
O=C(Nc1cccc(Cl)c1)c1ccc(Cn2cc(Cl)cn2)cc1	-7	-16	0	-10	-6	0.3	73	4	69	15
Cc1cc(=O)oc(C)c1C(=O)N1CCN(Cc2ccc3c(c2)OCO3)CC1	0	-24	12	·	-4	-0.8	·	0	91	2
COc1ccc(OC)c(C2C(C(=O)c3cccs3)=C(O)C(=O)N2c2cc(C)on2)c1 (stereo unspecified)	5	-83	-4	-9	1	-1.7	96	8	99	33
O=C(Nc1ccccc1Cl)c1ccc(COc2ccc3c(c2)CCC3)cc1	-10	-55	-2	·	6	0.7	99	6	85	5
Clc1ncn(C23CC4CC(CC(C4)C2)C3)n1	-1	-3	2	5	-9	0.5	96	-1	94	6
COc1cccc(CNC(=O)N[C@@H](CC(C)C)C(=O)O)c1	-1	-4	-9	1	-8	-1.2	102	3	97	8
Cc1[nH]c(=O)[nH]c(=O)c1S(=O)(=O)N1CCC(C(=O)NC(C)c2ccccc2)CC1 (stereo unspecified)	-4	-9	12	-15	8	-0.2	107	3	103	16
COc1ccc(N2CCN(C(=O)CSc3nnc(CNc4ccccc4)o3)CC2)cc1	·	-31	4	-41	-7	-3.4	86	1	80	7
COc1ccc(-n2cnnc2SCC(=O)N2CCN(S(=O)(=O)c3ccccc3)CC2)cc1	-1	-54	4	·	-25	-2.3	78	0	80	3
CCSc1nc(N)c(C#N)c(-c2ccco2)c1C#N	·	-17	12	-13	·	-5.1	86	0	87	22
Fc1ccccc1/C=N/Nc1ncnc2nc[nH]c12	·	-53	-2	14	3	-4.2	74	0	66	9
CC(C)(C)C(=O)Nc1nnc(Cc2ccccc2)s1	·	20	9	7	·	0.0	96	0	96	16
O=C(c1ccc(S(=O)(=O)N2CCCCC2)cc1)N1CCN(Cc2ccc3c(c2)OCO3)CC1	-1	0	-23	·	-10	-3.7	80	4	77	27
CC(C)N(C(=O)Cn1c(SCC(=O)NCc2ccc3c(c2)OCO3)nc2ccccc21)C(C)C	·	-10	-1	-9	·	-2.3	92	3	93	21
CCOC(=O)c1c(-c2ccc(OC)cc2)csc1/N=C/N(C)C	-8	-19	9	·	-5	-2.4	90	1	90	7
CCC(=O)N(Cc1ccc2c(c1)OCO2)Cc1cc2cc(OC)ccc2[nH]c1=O	0	-8	2	-5	-5	-1.8	98	4	94	39
Cc1cc(OCC(F)(F)C(F)(F)C(F)(F)C(F)F)nc(N)n1	·	-15	0	3	-5	-1.4	90	0	96	5
CCOC(=O)c1cnc2c(-c3ccc(Cl)cc3)c(C)nn2c1N	·	-19	20	9	·	-3.6	76	-3	85	11
CCC(C)NC(=O)C1CCN(S(=O)(=O)c2ccc(Br)s2)CC1 (stereo unspecified)	-3	-5	1	-7	-1	-1.6	93	2	85	4
COc1ccc(C2C(C(=O)O)CC(=O)N2c2ccc(OC)cc2)cc1 (stereo unspecified)	0	-31	7	·	-2	-1.0	99	2	96	1
Cc1ccnc(NC(=S)NC(=O)c2cncc(Br)c2)c1	·	-11	-4	·	-5	-2.8	91	0	85	0
COCCN1Cc2cccc(C(=O)Nc3cc(OC)ccc3OC)c2C1=O	0	-38	21	15	-19	-0.6	100	3	98	3
C/C(CCc1ccccc1)=N\NC(=O)c1ccccc1	-3	-38	-11	2	4	-0.6	92	2	89	9

The last two entries of the section before are carried over, then new ones follow:
SMILES	Phagocyt inh	Yeast growth inh	GALR2 blocker	E-sel TNF inh	Yeast lifespan up	MRP-1 activ	HCT116 PTEN-null	NPY Y2 blocker	HCT116 bCat-KO	Measles CPE
COCCN1Cc2cccc(C(=O)Nc3cc(OC)ccc3OC)c2C1=O	0	-38	21	15	-19	-0.6	100	3	98	3
C/C(CCc1ccccc1)=N\NC(=O)c1ccccc1	-3	-38	-11	2	4	-0.6	92	2	89	9
CC(C)C(=O)OCC(=O)Nc1ccc2c(c1)CCC2	2	-11	-8	10	-14	-0.3	98	-2	103	6
Cc1cccc(OCC(=O)Nc2cccc(O)c2)c1	-1	-28	-2	16	-14	-1.3	92	2	101	5
CCn1cc(C=C2C(=O)c3ccccc3C2=O)c2ccccc21	-8	-5	-14	19	-6	-3.9	87	0	92	25
Oc1ccccc1C1=Nc2ccccc2N=C(c2cccs2)C1	·	-30	-12	-13	-6	0.0	68	3	73	2
FC(F)(F)c1cccc(-n2cccc2/C=N/n2cnnc2)c1	0	-33	-6	·	-19	-2.3	81	0	82	11
COC(=O)C(Nc1ccccc1Cl)(c1cc(C)c(O)c(C)c1)C(F)(F)F (stereo unspecified)	-2	-58	6	-16	15	-1.6	70	3	74	15
Cc1ccc(C(=O)N/C(=C\c2ccco2)C(=O)NCCCn2ccnc2)cc1C	-1	-1	4	·	-20	-2.8	101	1	103	4
CC(C)CC(c1nnnn1C1CCCCC1)N1CCN(c2ncccn2)CC1 (stereo unspecified)	2	-8	8	1	-4	-1.9	83	2	93	4
Cc1cc(NC(=O)CSc2nc3c([nH]c4ccccc43)c(=O)n2-c2cccc(C(F)(F)F)c2)no1	·	-10	-8	-31	5	-4.6	65	2	62	3
O=C(Cn1c(C(F)(F)F)nc2ccccc21)NCCN1CCCC1	0	-31	9	4	-2	1.8	105	5	104	13
O=S(=O)(c1cccc2nsnc12)N1CCN(C/C=C\c2ccccc2)CC1	-2	-13	-12	14	-4	-2.6	87	7	84	21
COc1ccc(-c2c(C)nn3c(N4CCN(Cc5ccccc5)CC4)cc(C)nc23)cc1OC	1	-9	-8	-27	-17	-2.2	7	-3	11	4
COc1ccc(S(=O)(=O)N[C@H](C(=O)N2CC[C@@]3(O)CCCC[C@H]3C2)c2ccccc2)cc1	-1	-23	1	·	-18	-3.5	86	1	84	6
COc1ccc(S(=O)(=O)N(CC(=O)Nc2ccc(S(=O)(=O)N3CCOCC3)cc2)c2ccccc2)cc1	-5	-7	5	-7	10	-1.9	80	1	80	3
O=C(c1ccccc1)c1nc2ccccc2n(CCCn2c(=O)c(C(=O)c3ccccc3)nc3ccccc32)c1=O	0	-42	3	13	-12	-3.9	88	-3	88	12
Fc1ccc(NCc2nnc(SCc3nnc(-c4ccccc4)o3)n2Cc2ccccc2)cc1	1	-16	2	-7	4	-1.8	81	4	69	4
Cc1cc(C)c(S(=O)(=O)c2ccccc2)c(OC(=O)c2cc(F)c(F)cc2Cl)n1	0	-68	8	-4	43*	-0.8	99	2	105	4
COCc1[nH]nc2c1C(c1cccc(OC)c1)C(C#N)=C(N)O2 (stereo unspecified)	·	-7	13	24	-17	-2.4	97	4	107	0
Cc1ccc(C2(CC(=O)O)CCOC(C)(C)C2)cc1 (stereo unspecified)	·	-24	-6	6	·	0.6	96	3	113	22
CC(CC(=O)NCc1ccccc1)C1CCCO1 (stereo unspecified)	0	-48	-5	-3	-3	-1.0	98	4	95	20
CC(=O)Nc1ccc(S(=O)(=O)Nc2ccc(NC(=O)c3ccco3)cc2)cc1	·	-7	11	-7	-5	-0.9	98	3	102	14
Cn1ncc(Cl)c1C(=O)N/N=C/c1cccc(OC2CSC2)c1	-1	-51	-16	15	-2	-2.6	94	1	101	3

Compound activity deposited in PubChem BioAssay by several laboratories.
